ROMK mod: modulators of human ROMK potassium channel; Tet-inducible ROMK, thallium flux fluorescence; actives lie on both sides; hit rate 2% among 130,000; P48048; B-score at 10 µM;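 active = signal ratio slope over the read window, or its plate-corrected B-score, at least 3 SD from the plate mean, either direction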;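 also: B-score of the F/F0 ratio slope over 7 to 12 s after thallium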
Target sequence (P48048 whole entry, looked up): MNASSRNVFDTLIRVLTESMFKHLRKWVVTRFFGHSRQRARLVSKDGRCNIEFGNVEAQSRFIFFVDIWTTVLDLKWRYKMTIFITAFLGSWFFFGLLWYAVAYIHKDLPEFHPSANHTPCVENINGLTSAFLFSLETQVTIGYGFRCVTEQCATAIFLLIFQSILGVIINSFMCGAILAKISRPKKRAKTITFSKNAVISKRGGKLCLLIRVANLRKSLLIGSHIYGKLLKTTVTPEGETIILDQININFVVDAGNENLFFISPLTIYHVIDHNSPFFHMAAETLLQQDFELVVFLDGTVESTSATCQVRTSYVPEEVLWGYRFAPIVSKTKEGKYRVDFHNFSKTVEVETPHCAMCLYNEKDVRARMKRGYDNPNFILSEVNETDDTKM
DTT redox prof: compounds producing H2O2 with reducing agent – biochemical, NIH compound library profiling, artefact control for MLSCN library redox annotation, primary screen; hit rate 0.03% among 200,000; AID 878; DTT-dependent redox cycling H2O2, phenol red/HRP absorbance; 100% = 100 µM peroxide control, 0% = buffer; activation, % at 10 µM;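 active = activation of at least 50% relative to the plate's high and low controls in the primary single-dose screen; inactive = activation below 50%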;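 also: compound incubated with DTT at 0.8 mM final as the reducing agent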
L major viab: Leishmania major promastigote growth inhibition. Leishmania major promastigotes, resazurin fluorescence viability. inhibition, % at 10 µM. hit rate 9% among 200,000. AID 1063; in the data active = inhibition above about 50%;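 also: promastigotes grown with compound for 44 hours at 28 °C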
bIAP act: intestinal alkaline phosphatase (bovine) activation | purified bovine IAP, CDP-star luminescence, 30 min; hits give high values; fold of DMSO-control signal, blank-subtracted | activation factor at 20 µM | hit rate 0.17% among 200,000;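 active = activation factor of 2 or more at 20 µM, a signal rise over negative controls twice the positive control's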
PPARg SRC-3 ag: promotes SRC-3 coactivator recruitment by human PPARgamma; biochemical PPARgamma/SRC-3 coactivator recruitment assay; activation, % at 8 µM; hit rate 0.26% among 200,000; P37231; AID 731; in the data active = activation above about 23%;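 also: 0% = DMSO and 100% = reference agonist; some compounds past the cut are filed as inactive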
Target sequence (P37231 whole entry, looked up): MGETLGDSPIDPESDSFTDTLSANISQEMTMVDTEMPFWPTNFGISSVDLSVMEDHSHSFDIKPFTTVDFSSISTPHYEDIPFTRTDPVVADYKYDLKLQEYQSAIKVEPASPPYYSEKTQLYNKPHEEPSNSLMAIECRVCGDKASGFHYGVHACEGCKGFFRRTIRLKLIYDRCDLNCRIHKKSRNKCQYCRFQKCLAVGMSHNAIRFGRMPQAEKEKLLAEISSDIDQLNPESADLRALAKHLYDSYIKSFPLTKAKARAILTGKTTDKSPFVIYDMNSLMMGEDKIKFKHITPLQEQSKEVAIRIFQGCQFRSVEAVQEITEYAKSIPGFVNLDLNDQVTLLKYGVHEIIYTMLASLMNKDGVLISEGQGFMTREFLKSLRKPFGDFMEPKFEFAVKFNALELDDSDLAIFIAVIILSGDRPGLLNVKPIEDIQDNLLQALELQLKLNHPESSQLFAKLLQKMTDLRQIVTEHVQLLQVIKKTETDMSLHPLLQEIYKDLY
bIAP inhibitor: blocks bovine intestinal alkaline phosphatase activity; 190,000 tested, under 10 active; inhibition, % at 20 µM; purified bovine IAP, CDP-star luminescence, 30 min;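 active = over 50% inhibition of intestinal alkaline phosphatase at 20 µM in the single-dose screen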
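Assay system – bovine IAP enzyme · Quantity – bovine IAP at 1/65,000,000 final dilution · Detection – CDP-star luminescence signal · Times – 30 min reaction at room temperature · Also added – CDP-star substrate at 30 µM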
TR-FRET SRC-2 ct: flags TR-FRET format artefacts in PPARgamma SRC-2 recruitment agonist screen. TR-FRET ratio at 8 µM. TR-FRET artefact counter-screen; hits give high values. AID 1049. hit rate 0.4% among 200,000; in the data active = TR-FRET ratio above about 2000; also: inactives centre near 1500; reference of the scale not given here
S1P3 antag: S1P3 (human) receptor antagonism; Q99500; CHO S1P3 NFAT-BLA reporter, FRET fluorescence, antagonist mode; inhibition, % at 4.98 µM; hit rate 0.27% among 170,000; AID 485;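 active = inhibition above the plate cutoff, the mean inhibition of test wells on that plate plus 3 SD, cut at about 28% in these data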;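 also: cells challenged with S1P at its EC80 of 0.8 µM; blue over green emission ratio from cleaved BLA substrate after 4 h stimulation; 0% = S1P-stimulated wells and 100% = unstimulated DMSO-only wells; some compounds past the cut are filed as inactive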
TLR4 MyD88 comp: TLR4-MyD88 interaction inhibition in cells | inhibition, % at 8.4 µM | HeLa CL3-4 TLR4/MyD88 BLA complementation, FRET ratio | hit rate 0.18% among 200,000; in the data active = inhibition above about 25%;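 also: 0% = vehicle and 100% = reference inhibitor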
PPARg SRC2 recr: PPARgamma-driven SRC-2 recruitment agonism; PPARgamma LBD-SRC-2 recruitment, biochemical; activation, % at 8 µM; hit rate 0.34% among 200,000; in the data active = activation above about 22%;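 also: 0% = vehicle and 100% = reference agonist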
PPARg SRC1 recr: promotes SRC-1 coactivator recruitment by human PPARgamma | P37231 | PPARgamma-SRC-1 coactivator recruitment biochemical assay | activation, % at 8 µM | hit rate 0.41% among 200,000 | AID 631; in the data active = activation above about 19%;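 also: 0% = DMSO and 100% = reference agonist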
* hit, by the source's call; · = not tested or not shown.

entry	SMILES	PPARg SRC-3 ag	ROMK mod	TR-FRET SRC-2 ct	TLR4 MyD88 comp	bIAP act	L major viab	bIAP inhibitor	S1P3 antag	PPARg SRC1 recr	PPARg SRC2 recr	DTT redox prof
1	Cc1nnc(SCC(=O)N2CCc3ccccc32)n1-c1ccccc1	-7.6	1.22	1756	9.5	1.1	2.2	-5.9	3.1	3.6	3.5	0.0
2	C/C(=N\NC(=O)c1ccc(CSc2nc(C)cc(C)n2)cc1)C1CCCCC1	0.1	·	1415	-13.0	1	-7.3	-2.1	17.4	10.1	0.7	-0.5
3	COC(=O)Cn1cnc2c(C#N)c3n(c2c1=O)CCCC3	-2.7	1.12	1635	5.7	1	-6.7	-3.3	·	1.4	2.7	1.1
4	O=C(NCc1ccccc1)C1CC(=O)N(C2CCCCCC2)C1 (stereo not given)	5.9	-1.41	1536	-11.8	0.9	-5.1	14.8	2.4	5.4	4.0	-0.9
5	CC(C)(C)C(=O)N=C1SC2CS(=O)(=O)CC2N1c1ccc2c(c1)OCO2 (stereo not given)	-8.0	-0.11	1598	6.8	1	16.0	-4.7	-18.9	3.4	10.9	0.7
6	COc1ccc(NC(=O)C(=S)N2CCCC2)cc1	-0.3	0.0112	1597	-0.7	1	-6.4	4.5	-7.5	-4.7	6.2	0.2
7	COn1c(C)c(C(C)=O)c2c3no[n+]([O-])c3ccc21	2.2	·	1535	-9.9	1	-0.5	-2.1	·	8.5	0.9	0.9
8	COc1ccc2[nH]c(=O)c(NC(N)=S)nc2c1	5.2	·	1631	-12.8	0.5	15.5	·	·	-3.5	13.4	-4.0
9	CN(CC(=O)Nc1ccc(C#N)cc1)Cc1ccc(Cl)c(Cl)c1	0.2	·	1345	2.5	0.9	-1.8	10.6	·	-4.5	0.9	-3.2
10	COCCCN1C(=O)c2ccccc2C1C(=O)NC1CCCCCC1 (stereo not given)	3.1	·	1463	-5.7	1	-3.0	4.8	-16.7	1.4	-1.9	-0.1
11	CSc1nnc(-c2cc(C)on2)n1-c1ccccc1	5.5	·	1503	-3.2	0.1	39.8	·	0.1	6.9	-2.8	-0.7
12	CCCOC(=O)c1ccc(NC(=O)C(=O)NCC2CCCO2)cc1 (stereo not given)	1.9	-0.461	1590	-7.1	0.9	55.5*	6.0	-21.0	0.2	10.9	0.4
13	C=CCOc1ccc(/C(O)=C2\C(=O)C(=O)N(CCCOC)C2c2ccncc2)cc1 (stereo not given)	4.5	·	1500	-7.9	1	19.1	-0.5	-26.8	6.0	3.5	-2.6
14	CC1CC(C)CN(C(=O)CSc2nc(Cc3cccs3)nc3ccccc23)C1 (stereo not given)	3.9	·	1595	7.7	1	-7.4	-1.2	·	4.3	6.6	-0.9
15	O=C(COC(=O)COc1cccc(F)c1)NCCC1=CCCCC1	4.2	-0.326	1818	-2.7	0.9	-10.9	8.9	-0.6	4.3	9.6	-2.3
16	CCCCC(=O)NCc1ccc(Cl)cc1	1.4	·	1715	-9.5	0.9	-6.5	14.9	-8.3	10.4	-5.3	-0.5
17	CNc1nc(Nc2ccc(C)c(Cl)c2)nc(N)c1[N+](=O)[O-]	-0.1	1.17	1717	-5.8	1	41.7	-1.6	-15.0	3.2	8.6	0.3
18	Cc1ccc(C(=O)OC2=CC(=O)CC(C)(C)C2)cc1	12.0	·	1557	-8.0	1	-4.8	3.3	·	5.2	1.9	0.1
19	O=C(Nc1ccccc1O)c1ccc(NS(=O)(=O)c2cccc3cccnc23)cc1	3.2	·	1913	-21.3	0.9	-5.3	5.9	-5.6	11.5	19.2	-1.9
20	CC(=O)c1c(C(C)=O)c(C)n(-c2ccc(O)cc2)c1C	-0.8	0.241	1499	-11.1	1	-2.3	2.4	·	1.8	6.5	0.8
21	Cc1nn(C)c(C(=O)N2CCc3ccccc32)c1Br	1.9	·	1623	-8.7	1.1	-2.0	-7.8	-4.0	1.3	-4.8	-0.1
22	CCOC(=O)c1c(-c2ccc(C)o2)csc1NC(=O)COC(=O)c1cccs1	8.9	·	1356	11.2	1	-1.1	3.7	-30.4	9.7	2.9	2.2
23	O=[N+]([O-])c1cccnc1N1CCN(c2ccc(F)cc2)CC1	1.3	0.81	1408	10.0	0.9	-4.0	5.8	-2.7	-2.0	1.4	-0.3
24	Cc1c(NC(=O)c2ccc(S(=O)(=O)N3CC(C)OC(C)C3)cc2)c(=O)n(-c2ccccc2)n1C (stereo not given)	-2.2	0.146	1541	-7.9	1.1	-5.7	-9.1	-4.0	-2.5	-1.5	0.2
25	CCOC(=O)c1ccc(NC(=S)NCCC2=CCCCC2)cc1	-2.1	·	1513	15.8	1	7.0	2.1	-12.0	-0.3	-6.9	1.3
26	CCCCCCCCCCCCCCCC[n+]1cccc2ccccc21	0.6	·	1600	13.4	0.5	100.4*	45.6	21.0	-1.0	1.7	0.3
27	Cc1cc(C(=O)N/N=C/c2cc(Br)cc(Br)c2OC(=O)c2cccc(F)c2)n[nH]1	3.5	0.286	1604	-16.4	1.1	98.3*	-11.7	-12.6	5.1	3.0	-1.4
28	Cc1cc(CSc2ccccc2)ccc1NC(=O)c1ccc(CN2CCOCC2)cc1	-1.8	0.412	1222	7.5	1.2	62.9*	-20.1	-18.2	-6.5	-2.0	0.0
29	O=C(Nc1ccccc1)c1cc2ccccc2o1	1.6	-0.784	1348	0.8	0.9	2.6	12.0	·	4.4	-4.6	-0.8
30	COCCNC(=S)c1ccc(Br)cc1	6.5	·	1740	-5.8	1.2	-5.5	-15.7	-3.0	-1.5	5.6	1.3
31	COc1ccc(Cn2c(=O)[nH]c3cc(C(=O)NCCCN4CCCCC4)ccc3c2=O)cc1	4.4	·	1517	7.6	1	-0.2	3.9	·	0.4	3.2	-0.7
32	CS(=O)(=O)N(Cc1ccc(Cl)cc1)c1ccc(C(=O)NCCSCc2ccco2)cc1	4.9	·	1429	-2.2	0.9	53.3*	14.5	·	6.9	-2.7	0.3
33	COc1ccc(C(=O)N2CC3(C)C4CCC3(C)C2(C#N)C4)cc1OC (stereo not given)	0.5	0.0115	1523	-5.2	1	5.6	-2.0	4.5	-1.3	-1.8	-0.8
34	CCc1nnc(NC(=O)CSc2nccn2-c2cc(C)cc(C)c2)s1	-8.2	·	1639	10.4	1	-5.1	1.7	-34.1	-3.1	-4.5	-1.2
35	Cc1ccc(NC(=S)Nc2c(C)n(C)n(-c3ccccc3)c2=O)cc1Cl	1.2	0.128	1395	-11.7	1.1	13.8	-6.8	-9.0	-2.4	-5.3	-1.8
36	O=C(O)C1CCCCC1C(=O)Nc1cccc(C(=O)N2CCCCC2)c1 (stereo not given)	4.3	·	1543	-11.1	0.9	-4.3	11.8	8.8	4.7	6.1	0.7
37	Cc1ccc(NC(=O)CN2CCCN(S(=O)(=O)c3ccc(Br)s3)CC2)cc1	-10.2	-0.967	1425	-4.7	0.9	6.7	6.4	·	-5.0	0.9	0.6
38	Cc1ccc(S(=O)(=O)Nc2ccc3oc(=O)sc3c2)c(C)c1	4.4	·	1389	7.6	0.7	-4.6	28.4	1.5	0.5	8.6	2.3
39	COc1ccc(NC(=O)c2cc(-c3cccs3)on2)cc1OC	2.4	·	1458	-8.3	1	-5.2	-1.9	-29.4	6.3	-0.5	-0.3
40	O=C1CC2c3ccccc3C1C1C(=O)N(Cc3ccccc3)C(=O)C21 (stereo not given)	0.1	0.878	1645	-0.4	1.1	3.3	-14.9	-1.8	-5.0	3.1	0.3

Whole records, quoted from the list.
Record of `CNc1nc(Nc2ccc(C)c(Cl)c2)nc(N)c1[N+](=O)[O-]` = PPARg SRC-3 ag: -0.1; ROMK mod: 1.17; TR-FRET SRC-2 ct: 1717; TLR4 MyD88 comp: -5.8; bIAP act: 1; L major viab: 41.7; bIAP inhibitor: -1.6; S1P3 antag: -15.0; PPARg SRC1 recr: 3.2; PPARg SRC2 recr: 8.6; DTT redox prof: 0.3
Record of `CN(CC(=O)Nc1ccc(C#N)cc1)Cc1ccc(Cl)c(Cl)c1` = PPARg SRC-3 ag: 0.2; ROMK mod: ·; TR-FRET SRC-2 ct: 1345; TLR4 MyD88 comp: 2.5; bIAP act: 0.9; L major viab: -1.8; bIAP inhibitor: 10.6; S1P3 antag: ·; PPARg SRC1 recr: -4.5; PPARg SRC2 recr: 0.9; DTT redox prof: -3.2

Next section:
entry	SMILES	PPARg SRC-3 ag	ROMK mod	TR-FRET SRC-2 ct	TLR4 MyD88 comp	bIAP act	L major viab	bIAP inhibitor	S1P3 antag	PPARg SRC1 recr	PPARg SRC2 recr	DTT redox prof
41	c1ccc2c(-n3cnnn3)cccc2c1	-0.5	·	1463	1.9	1	-5.2	0.1	-4.0	-0.5	-0.5	3.7
42	S=c1[nH]nc(C2CCCCC2)n1/N=C/C=C/c1ccccc1	16.1	0.989	1544	11.1	0.8	-4.1	17.6	·	9.3	9.0	2.5
43	CCn1c(COc2ccc3c(c2)OCO3)nnc1SCC(=O)c1ccccc1	-17.8	·	1570	-7.2	1	-5.2	3.5	-22.2	6.1	2.8	0.0
44	COC(=O)N/N=C(\C)c1ccc(-n2ccnc2)cc1	-1.2	0.101	1731	2.1	0.8	-4.6	17.8	-0.9	2.8	1.1	9.7
45	COc1ccc(CC(=O)NCc2nnc(SCCOc3ccccc3)n2C)cc1	3.1	·	1523	-6.9	0.9	-4.3	10.7	-37.2	18.8*	10.1	1.2
46	C=CCNC(=O)c1cccn1-c1ccsc1C(=O)OC	-0.5	·	1544	0.2	1	-4.6	3.4	·	5.3	-2.2	6.7
47	CC(C)c1nc(C(=O)N2CCCC(CCC(=O)N(C)CCc3ccccn3)C2)cs1 (stereo not given)	-3.6	0.704	1478	10.2	1	11.2	-0.8	-5.9	-4.5	-5.5	-0.2
48	CC(C)OP(=O)(c1ccc(N(C)C)cc1)C(O)c1ccncc1 (stereo not given)	9.0	-0.281	1574	0.3	1	-6.5	3.7	-6.2	2.4	-0.5	0.0
49	O=C1CCC(C(=O)NCCCn2ccnc2)N1 (stereo not given)	-4.8	0.0992	1465	-4.2	0.9	66.0*	12.1	-18.3	-5.5	0.2	-0.4
50	Cc1cc(=O)[nH]c(SCC(=O)N2c3ccccc3CC2C)n1 (stereo not given)	-12.3	-0.119	1607	-7.0	0.9	-1.8	5.0	-15.2	2.0	0.6	-1.2
